Screening data from PubChem BioAssay.
RMI-FANCM inh = blocks RMI1/RMI2 complex binding to FANCM MM2 peptide; Fluorescence polarization, RMI core complex with F-MM2 peptide; stronger effect = lower value; FP signal (polarization) at 33 µM; 70,000 compounds, 0.58% hits; in the data active = FP signal below about 40; note: inactives centre near 61; strong numbers were not always called active; unit not given here
* marks the source's active call; other numbers are inactive results; & = joins results of further samples; ! = not confirmed by another sample.

SMILES,RMI-FANCM inh
O=C(CN1CCN(c2ccccc2)CC1)N1CCN(c2ccccc2)CC1,56
COc1cccc(C(=O)N(CCN(C)C)c2nc3c(F)cc(F)cc3s2)c1,75
COc1ccc(-n2ccnc(SCc3cccc(OC)c3)c2=O)cc1,67
O=C(Nc1nccs1)c1cc(N2C(=O)C3C4CCC(C4)C3C2=O)ccc1Cl (stereo not drawn),63
COc1ccc(Cl)cc1NC(=O)C(=O)NCC(c1cccn1C)N1CCCC1 (stereo not drawn),72
Cc1ccc(Cl)c2sc(NC(=O)CCS(=O)(=O)c3ccc(F)cc3)nc12,53
Cc1ccc(NC(=O)Cn2nc(NC(C)C)c(-c3nc(-c4ccc(Cl)cc4)no3)c2N)c(C)c1,90
O=C1c2c(O)ccc([N+](=O)[O-])c2C(=O)c2c(O)ccc([N+](=O)[O-])c21,-25*
Cc1ccccc1Cn1c(=S)[nH]c2ccccc21,55
C#CC(C)(C)OCC(O)CN1CCN(c2ccc(OC)cc2)CC1 (stereo not drawn),64

SMILES,RMI-FANCM inh
CNC(=O)C(=O)Nc1cc(N2CCCS2(=O)=O)ccc1OC,64
Cc1c(C(=O)/C=C/N(C)C)nnn1-c1ccc(Cl)cc1C#N,58
N#Cc1ccc(SCCOC(=O)Nc2ccc(OC(F)(F)F)cc2)c([N+](=O)[O-])c1,55
COc1c(Cl)cc(Cl)c(OC)c1C(=O)NNC(=S)NC(C)(C)C,50&53
O=C(CC(=O)N/N=C/c1ccc(O)cc1)N/N=C\c1ccc(O)cc1,60
CCOC(=O)c1c(-c2ccc(C)o2)csc1NC(=O)CSc1ncn[nH]1,73
O=C(Cc1ccc(F)cc1)NCCOc1ccc(-c2ccc(F)cc2)nn1,55
COc1ccc(CCNS(=O)(=O)c2c(C)c(C)cc(C)c2C)cc1OC,76
COc1cc(/C=N\NC(=O)c2cccc([N+](=O)[O-])c2)ccc1O,63
CCc1cccc2sc(NC(=O)c3ccc(C(=O)OC)cc3)nc12,76

SMILES,RMI-FANCM inh
Cc1cccc(-n2ncc3c(=O)n4c(nc32)SCC4CC(=O)NCC2CCCO2)c1 (stereo not drawn),65
COc1ccccc1-c1nnc(SCC(=O)Nc2nccs2)n1N,52
COc1nc(NNC(=O)NS(=O)(=O)c2ccccc2Cl)nc(OC)n1,55
CCOc1ccc(Cc2nnc(SCC(=O)c3ccc4c(c3)OCCO4)n2-c2ccc(OC)cc2)cc1,66
O=C(NCCn1nc(-c2cccs2)ccc1=O)c1ccc(Cl)cc1Cl,58
CN1C(=O)c2ccc(NC(=O)C3CCN(S(=O)(=O)c4ccc(Cl)s4)CC3)cc2C1=O,54
CC(N)=NS(=O)(=O)c1cc(Cl)c(Oc2ccc([N+](=O)[O-])cc2)c(Cl)c1,53
CCS(=O)(=O)c1ccc(-c2nnc(NC(=O)C3CCCN(S(C)(=O)=O)C3)o2)cc1 (stereo not drawn),62
CC(CCc1ccccc1)NC(=O)C(=O)NCc1ccccc1Cl (stereo not drawn),57
CCOC(=O)c1ccc(S(=O)(=O)NCCOc2ccc(F)cc2)cc1,61

SMILES,RMI-FANCM inh
CC(C)C1C(C#N)=C(N)Oc2c1oc(CO)cc2=O (stereo not drawn),54
O=C(O)CCNS(=O)(=O)c1ccc(Oc2ccccc2Cl)cc1,59
COc1ccccc1C1=NN(C(=O)c2ccccc2C)C(c2ccco2)C1 (stereo not drawn),73
O=C(Cc1ccccc1)NC(Nc1ccc(Cl)cc1Cl)C(Cl)(Cl)Cl (stereo not drawn),70
C=CCn1c(SCC(=O)N2CCN(c3nnnn3-c3ccccc3)CC2)nc2sc3c(c2c1=O)CCC3,77
Cc1nnc(NC(=O)/C=C2\SC(=O)NC2=O)s1,67
Cc1ccc(C2CC(c3cccs3)=NN2C(=O)CSC2=NCCS2)cc1 (stereo not drawn),76
CCOC(=O)c1sc(-c2csc(C)n2)nc1C,58
Cc1onc(-c2ccccc2)c1C(=O)ON=C1C2CC3CC(C2)CC1C3,57
Cc1nc2c(C)cccn2c1C(=O)N/N=C/c1ccccc1[N+](=O)[O-],46

SMILES,RMI-FANCM inh
COc1cccc(N2CC(=O)Nc3c(sc4nc(C)cc(C)c34)C2=O)c1,54
O=C(CCCc1ccccc1)NCCNC(=O)c1ccc(NC(=O)C2CC2)cc1,69
CC1=C(C(=O)Nc2ccccc2F)C(c2ccco2)C(C#N)=C(SCC(=O)NC(C)(C)C)N1 (stereo not drawn),66
Cc1cc(OCC(=O)N(C)C2CCCCC2)ccc1Cl,67
Nc1nc(SCC(=O)NCc2ccccc2Cl)[nH]c(=O)c1NC(=O)c1ccc(F)cc1,56
COc1ccc(S(=O)(=O)NCC(c2ccc3c(c2)CCCN3C)N2CCN(C)CC2)cc1C (stereo not drawn),57
Cc1ccc2c(c1)c(-c1ccccc1)c(-c1ccccc1)n2CC(O)CNC1CCCCC1 (stereo not drawn),98
CCCC(=O)NCCc1ccc2c(c1)CCCN2CCC,62
O=C(CSc1ccc([N+](=O)[O-])cc1[N+](=O)[O-])NC1CCS(=O)(=O)C1 (stereo not drawn),64
Cc1ccc(N2CCCS2(=O)=O)cc1NC(=O)C(=O)NCc1cccs1,66

SMILES,RMI-FANCM inh
CC/C(C)=C1\SC(N2CCN(C(C)=O)CC2)=NC1=O,52
CCNS(=O)(=O)c1ccc(-c2oc3cc(S(=O)(=O)NCC)ccc3c2Cl)cc1,56
O=C(NCc1ccccn1)C(=O)NCC(c1ccc2c(c1)OCO2)N1CCOCC1 (stereo not drawn),55
CCS(=O)(=O)c1ccc(-c2nnc(NC(=O)c3cc(C)oc3C)o2)cc1,66
O=C(NCCNC(=O)c1cccc2ccccc12)c1ccc(NC(=O)C2CC2)cc1,69
CN(C1CCCCC1)S(=O)(=O)c1ccc(C(=O)Nc2nnc(-c3cccnc3)o2)cc1,56
O=S(=O)(CCCOc1ccc(F)cc1)NCC1CCCO1 (stereo not drawn),64
Cc1cccc(-n2nnc(C(=O)Nc3ccc(N4CCOCC4)cc3)c2C)c1,62
Cc1cc(-c2nnc(NC(=O)c3ccccc3)o2)n(C)n1,67
OC[C@@H](O)[C@H](O)C(/C=N\Nc1ccccc1)=N/Nc1ccccc1,48

structure | RMI-FANCM inh
Cc1ccc(-c2csc3nc(SCC(=O)Nc4ccc(C(C)(C)C)cc4)n(-c4ccccc4)c(=O)c23)o1 | 82
Cc1cc2nnc(SCC(=O)Nc3ccc(F)c(Cl)c3)n2c2ccccc12 | 97
O=C(/C=C(\C(=O)c1ccccc1)c1ccccc1)c1ccc(F)cc1 | 56
Cc1cc(-c2ccc(NC(=O)c3ccc4ncsc4c3)c(C)c2)ccc1NC(=O)c1ccc2ncsc2c1 | 63
CCOc1ccc(C(=O)Nc2c(N)nc(SCc3c(F)cccc3Cl)[nH]c2=O)cc1 | 57
CCOC(=O)COc1ccccc1C1CC(c2ccc(OC)cc2)=NN1C(=O)c1cccs1 (stereo not drawn) | 59
CCCCCOc1ccc(C(O)=C(C#N)c2nc3ccccc3n2C)cc1 | 158
CCN(CC)CCOc1ccc(/C(=C(/Cl)c2ccccc2)c2ccccc2)cc1 | 63
Cc1ccc2cc(CCNC(=O)c3cccs3)c(=O)[nH]c2c1C | 64
O=C(NCCCn1ncccc1=O)Nc1ccc(Cl)cc1 | 62
COc1ccc(S(=O)(=O)CC(=O)Nc2nc(C)c(C(C)=O)s2)cc1 | 55
Cc1ccc(S(=O)(=O)CNC=O)cc1 | 61
CC(CNC1CCCCC1)OC(=O)c1ccccc1 (stereo not drawn) | 19*
Cc1ccc(C(C)C)c(OCCCn2c(CCCO)nc3ccccc32)c1 | 53
CC1=NN(c2ccccc2)C(=O)C1C(=O)c1ccc(S(=O)(=O)N(C)C)cc1 (stereo not drawn) | 78

structure | RMI-FANCM inh
C#CCn1c(=NC(=O)CCC)sc2c(C)cc(C)cc21 | 63
CCC/C=N\NC(=O)c1ccccc1Cl | 64
CCOc1ccc(S(=O)(=O)NCc2ccsc2)cc1 | 68
c1ccc(CSc2nnc(-c3cccnc3)o2)nc1 | 49
CC(C)Oc1ccc(C(=O)Nc2ccc3c(c2)N(C(=O)C(C)(C)C)CC3)cc1 | 71
O=C1OC(c2ccccc2)=C/C1=C/c1ccccc1 | 55
O=C(NCCn1nc(-c2cccs2)ccc1=O)c1cc2ccccc2oc1=O | 55
O=C(NCCCS(=O)(=O)N1CCN(c2ccccn2)CC1)c1ccc(S(=O)(=O)N2CCOCC2)cc1 | 60
COc1ccccc1OCC(=O)Nc1ccc2oc(=O)ccc2c1 | 62
CSCCC(NC=O)C(=O)NC(Cc1ccccc1)C(=O)O (stereo not drawn) | 56
O=C(c1ccc(F)c(F)c1)N1CCN(c2ccc3nnc(-c4ccco4)n3n2)CC1 | 62
O=C(c1cc2cc([N+](=O)[O-])ccc2oc1=O)N1CCc2ccccc2C1 | 59
Cc1cccc(-c2noc(-c3cc(C(C)C)[nH]n3)n2)c1 | 60
CN1CCc2cc(C(CNC(=O)C(=O)NCc3ccc(Cl)cc3)N3CCCCC3)ccc21 (stereo not drawn) | 68
COC(=O)c1ccc(CSc2nc3cc(-c4ccccc4)sc3c(=O)n2C)o1 | 63

structure | RMI-FANCM inh
CCn1ccc(C(=O)N2CCNC(=O)C2(C)C)n1 | 65
Cc1cc(O)c(C(c2ccc(Br)cc2)c2c(O)cc(C)[nH]c2=O)c(=O)[nH]1 | 54
CCn1nccc1C(=O)Nc1ccccc1C#N | 68
N#CC1=C(N)N2CCCSC2=C(C#N)C1c1ccccc1 (stereo not drawn) | -45
CN1CCN(C(CC(=O)Nc2ccc(F)cc2F)C(=O)O)CC1 (stereo not drawn) | 53
C=C(C)Cn1c(COc2ccc(C(C)(C)C)cc2)nc2ccccc21 | 60
O=C(Oc1cc(S(=O)(=O)c2ccccc2)ccc1[N+](=O)[O-])c1ccc(Cl)cc1 | 60
O=C(NC(=S)Nc1nn[nH]n1)C1CCCCC1 | 38
CC1CN(S(=O)(=O)c2ccc(C(=O)Nc3cc(Cl)ccc3Cl)cc2)CC(C)O1 (stereo not drawn) | 72
COc1ccc2nc(N(CCn3cccn3)C(=O)CCSc3ccccc3)sc2c1 | 94
O=C(c1cccc(NS(=O)(=O)c2ccc(F)cc2)c1)N1CCN(c2ccccc2)CC1 | 53
CCCCCN1CN(S(=O)(=O)c2cccs2)c2nc3ccccc3nc21 | 65
CN(C)C(CNS(=O)(=O)c1ccc([N+](=O)[O-])cc1)c1ccc(F)cc1 (stereo not drawn) | 52
Cc1ccc(NC(=O)Cn2cnc3c(sc4ncccc43)c2=O)c(Cl)c1 | 83
O=C(c1cc2ccccc2oc1=O)N1CCC2(CC1)NC(=O)N(Cc1ccccc1)C2=O | 56

structure | RMI-FANCM inh
Cc1nn(S(=O)(=O)c2ccc(Cl)cc2)cc1-c1nsc(Nc2ccccc2)n1 | 63
COc1cc(-c2nnc(NC(=O)C3=COCCO3)o2)cc(OC)c1OC | 56
O=C(C1c2ccccc2Oc2ccccc21)N(C(=O)N1CCCCC1)c1ccccc1 | 53
CC(C)(C)C(=O)/C=C1\NC(=O)CS1 | 61
COc1cc2nc(Nc3nc4ccc5sc(C)nc5c4s3)sc2cc1OC | 73
CCn1ccc(C(=O)Nc2sccc2C(N)=O)n1 | 64
COC(=O)C[C@H]1C(C)(C)C(=O)[C@@H]2CC3=C(CC[C@]4(C)C3=CC(=O)O[C@H]4c3ccoc3)[C@@]1(C)C2=O | 61
Cc1ccc(S(=O)(=O)N(CC(=O)NCc2ccc3c(c2)OCO3)C(=O)N2CCN(C)CC2)cc1 | 54
O=C(CSc1nnc2n1CCCN2)c1ccc([N+](=O)[O-])cc1 | 60
O=C(NCCN1CCN(c2ccccc2F)CC1)C1(c2ccccc2)CCOCC1 | 64
COc1cc(/C=N\NC(=O)CSCc2c(Cl)cccc2Cl)ccc1O | 47
CC(=O)Nc1ccc2c(c1)sc(=NC(=O)c1ccc(Br)s1)n2C | 160
COC(=O)CC1C=CS(=O)(=O)C1 (stereo not drawn) | 57
O=C(Cn1cnc2c(nnn2Cc2ccc(Cl)cc2)c1=O)NCc1ccc2c(c1)OCO2 | 69
Cc1[nH]c2ccccc2c1C(Nc1ccccn1)c1cccc([N+](=O)[O-])c1 (stereo not drawn) | 25*!

structure | RMI-FANCM inh
COc1ccc(C(=O)Nc2c(N)nc(SCC(=O)N3CCC(C)CC3)[nH]c2=O)cc1 | 71
COc1cc(OC)cc(C(=O)NCC(=O)N2CCOC(c3ccccc3)C2)c1 (stereo not drawn) | 72
Cc1ccccc1Cn1nc(-c2ccco2)ccc1=O | 56
OCc1nc2ccccc2n1CCOc1ccccc1Cl | 59
CC(C)CNC(=O)C(=O)Nc1ccc(N2CCCS2(=O)=O)cc1 | 61
O=S(=O)(c1ccc(C2CCCCC2)cc1)N1CCN(Cc2ccc3c(c2)OCO3)CC1 | 66
COc1ccc(NC(=O)COc2cc(-c3ccc(OC)cc3)nc3ccccc23)cc1 | 64

Only part of the results is shown; rates above refer to the full screens.
